Screening data: PubChem BioAssay, National Center for Advancing Translational Sciences (NCATS)
rTrxR1 inhibitor = blocks rat thioredoxin reductase 1; O89049; recombinant rTrxR1, NADPH fluorescence consumption, selenite substrate; Potency, µM (series often up to 114 µM), inactives show at the highest dose activity change, negative = inhibition, usual class: inhibitors; actives 1% (n = 390,000); AID 588453; also: % is scaled to controls: 0 for no effect and ±100 for the full control effect; nearly all actives have a fitted effect of over 65% in size
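Rat TrxR1 (90 nM in the dispensed reagent) was pre-reduced with 400 uM NADPH for 5 min at room temperature, then incubated with compound for 15 min. After 400 uM selenite was added, NADPH fluorescence (Ex 340/Em 450 nm) was followed for 8 min.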
12-LOX inh = inhibitors of human 12S-lipoxygenase ALOX12 | P18054 | Potency, µM (highest dose often 108 µM), for the others: at the top dose activity change, negative = inhibition, usual class: inhibitors | purified 12hLO, xylenol orange hydroperoxide absorbance | actives 1.1% (n = 580,000); also: % is scaled to controls: 0 for no effect and ±100 for the full control effect
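Purified human 12hLO (150 nM final) in 25 mM Hepes, 0.01% Triton X-100, pH 7.0 was preincubated 15 min at room temperature with compound. Then 40 uM arachidonic acid was added, 30 min. Hydroperoxide was read by Fe-XO absorbance ratio 573/405 nm.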
JMJD2A Tudor inh = blocks the human JMJD2A Tudor domain | AlphaScreen JMJD2A-Tudor / H3K4me3 peptide binding | Potency, µM (highest dose often 114 µM), for the others: at the highest dose activity change, negative = inhibition, hits mostly inhibitors | AID 504339 | actives 4.4% (n = 390,000); also: % is scaled to controls: 0 for no effect and ±100 for the full control effect; nearly all actives have a fitted effect of over 50% in size
Tb PGK inh = T. brucei PGK inhibition | P07378 | PGK/GAPDH coupled, Kinase-Glo luminescence, 60 min | Potency, µM (series often up to 57.5 µM), without a hit: at the highest dose activity change, negative = inhibition, actives largely listed as inhibitors | actives 0.043% (n = 380,000) | AID 602233; also: % is scaled to controls: 0 for no effect and ±100 for the full control effect; nearly all actives have a fitted effect of over 60% in size
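Luminescent ATP detection (Kinase-Glo Plus) follows a 60-minute room-temperature incubation, with wells lacking PGK as controls. Buffer: 100 mM TEA (pH 7.6), 5 mM MgCl2, 0.01% Tween-20. Coupling enzyme GAPDH (100 nM final) supplies unstable 1,3-BPG in-well.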
HP1b binding inh = inhibitors of HP1-beta chromodomain binding to methylated histone tails; P83916; AlphaScreen HP1-beta / biotin-H3K9me3 peptide binding; Potency, µM (highest dose often 114 µM), without a hit: at the highest dose activity change, negative = inhibition, hits mostly inhibitors; actives 0.56% (n = 390,000); also: nearly all actives have a fitted effect of over 70% in size; inactives centre near 23
Target sequence (P83916 whole entry, looked up): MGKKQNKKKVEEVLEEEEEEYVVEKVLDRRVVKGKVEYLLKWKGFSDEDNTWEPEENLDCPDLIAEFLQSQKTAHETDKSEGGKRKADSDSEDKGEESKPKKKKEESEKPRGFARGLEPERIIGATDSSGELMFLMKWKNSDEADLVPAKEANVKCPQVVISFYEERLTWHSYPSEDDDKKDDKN
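Compound inhibition of the preformed complex between 50 nM HP1-beta and 50 nM biotinylated H3K9me3 peptide was read by AlphaScreen. Buffer was PBS pH 7.4 with 0.01% Tween-20. Incubations ran 30 min at room temperature, with 10 ug/mL donor/acceptor beads.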
RGS4 inh = blocks human RGS4-accelerated GTP hydrolysis | P49798 | Transcreener GDP fluorescence polarization, RGS4-accelerated GTP hydrolysis | Potency, µM (top dose mostly 114 µM), inactives show at the top dose activity change, negative = inhibition, hits mostly inhibitors | actives 0.039% (n = 390,000); also: % is scaled to controls: 0 for no effect and ±100 for the full control effect; nearly all actives have a fitted effect of over 75% in size; some results filed as inactive show a strong effect at the top dose
Target sequence (P49798 whole entry, looked up): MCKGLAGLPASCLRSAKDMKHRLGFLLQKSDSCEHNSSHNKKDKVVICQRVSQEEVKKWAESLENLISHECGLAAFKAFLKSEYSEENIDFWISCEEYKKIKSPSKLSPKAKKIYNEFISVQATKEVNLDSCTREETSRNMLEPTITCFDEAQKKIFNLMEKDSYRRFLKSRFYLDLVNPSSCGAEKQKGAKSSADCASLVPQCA
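MLSMR compounds (23 nl, pin-transferred) preincubated 10 min at room temperature with a 500nM (2x) first reagent, then RGS4 at 900nM (2x) plus Transcreener GDP mix added; fluorescence polarization (620/688 nm) read before and after 90 min at 30 °C.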
GLS inhibitor = inhibitors of human glutaminase (GLS) | O94925 | GLS enzymatic activity, qHTS titration | Potency, µM (top dose mostly 45.5 µM), for inactives: at the top dose activity change, negative = inhibition, usual class: inhibitors | actives 0.21% (n = 410,000) | AID 624170; also: % is scaled to controls: 0 for no effect and ±100 for the full control effect
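hKGA in 45 mM KH2PO4 pH 8.2, 0.02% Tween-20 with pin-transferred compounds; 1 mM L-glutamine (stock) plus glutamate oxidase/HRP/Amplex Red coupling added. Fluorescence read initially and after 30 min at RT.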
ERG-DNA inh = inhibitors of human ERG Ets domain-DNA interaction; Potency, µM (series often up to 76.9 µM), inactives show top-dose FP activity, negative = inhibition, actives largely listed as inhibitors; AID 624246; fluorescence polarization, His-ERG Ets domain / labelled DNA; P11308; actives 0.028% (n = 370,000); active = well fitted inhibition curve with a large enough effect in the polarisation, with a control signal flat; inconclusive = small, poorly fitted or top-dose-only effect, or effect the other way, or a change in a side signal; inactive = no such curve, though single readings can be large or run the other way; the % refers to the polarisation;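 also: polarization taken with two DNA probes labelled with fluorescein and Texas red; % of control where 0% means no effect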
Target sequence (P11308 whole entry, looked up, the tested form may be a part): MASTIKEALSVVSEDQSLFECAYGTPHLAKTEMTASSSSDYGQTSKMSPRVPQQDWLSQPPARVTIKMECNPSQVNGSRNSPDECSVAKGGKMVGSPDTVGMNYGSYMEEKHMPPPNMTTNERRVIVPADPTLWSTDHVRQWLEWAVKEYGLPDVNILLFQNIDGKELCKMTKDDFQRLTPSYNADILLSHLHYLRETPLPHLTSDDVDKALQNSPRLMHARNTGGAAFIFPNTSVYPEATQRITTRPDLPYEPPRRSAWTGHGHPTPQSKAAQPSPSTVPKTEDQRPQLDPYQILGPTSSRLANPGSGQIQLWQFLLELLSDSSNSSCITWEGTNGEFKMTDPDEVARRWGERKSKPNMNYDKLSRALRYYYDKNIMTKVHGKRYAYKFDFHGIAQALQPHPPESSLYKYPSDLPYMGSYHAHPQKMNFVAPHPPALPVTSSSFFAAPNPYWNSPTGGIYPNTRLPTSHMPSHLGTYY
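His-tagged ERG Ets domain (1 uM in the protein solution; 300mM KCl, 50mM Tris-HCl, 1mM EDTA, 1mM DTT, pH 7.5) received compound, then a probe mix of 5 nM fluorescein-DNA and 100nM Texas-615-DNA. Fluorescence polarization was read for both dyes.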
Pin1 inhibitor = human Pin1 inhibition; Q13526; Pin1 FP peptide displacement, HiFluor488, 10 min; Potency, µM (titrated, usually from 115 µM), for inactives: top-dose activity, negative = inhibition, actives largely listed as inhibitors; actives 0.009% (n = 390,000); AID 504891; active = well fitted inhibition curve with a large enough effect in the polarisation, with a control signal flat, not every such curve was filed as active; inconclusive = small, poorly fitted or top-dose-only effect, or effect the other way, or a change in a side signal; inactive = no such curve, though single readings can be large or run the other way; the % refers to the polarisation; also: % is scaled to controls: 0 for no effect and ±100 for the full control effect
Starred values were filed as active, the others as inactive; i = inactive; ? = inconclusive; / = no result given; [ ] = another dose, or the depositor's remark. Unless noted, calls follow the shape of the dose curve; as a rule, active = well fitted curve in the direction sought with a large enough effect; inconclusive = small, poorly fitted or top-dose-only effect, or another doubt; inactive = no such curve, though single readings can be large; an effect the other way counts as inactive or inconclusive. Potency is read from the fitted curve at half-maximal effect. Only part of the results is shown; count on the stated rates, not on these rows.

entry | Tb PGK inh | Pin1 inhibitor | JMJD2A Tudor inh | RGS4 inh | ERG-DNA inh | HP1b binding inh | rTrxR1 inhibitor | 12-LOX inh | GLS inhibitor | SMILES
1 | 0% | -10% | 4% | -3% | 0% | 46%[activator] | 31% | 0% | 4% | CCOC(=O)C1=NNC2(CC(=O)N(c3cccc(C)c3)C2=O)C1 (stereo unspecified)
2 | -2% | 5% | -15% | 9% | -8% | 29% | -10% | -5% | 9% | CC(=O)Nc1ccc(CN2CCN(C3CCCCC3)C(CCO)C2)cc1 (stereo unspecified)
3 | -13% | -1% | -14% | -14% | -5% | 31% | ? | 18% | 1% | CC(=O)Nc1cccc(-c2nc3ccc(NC(C)=O)cc3[nH]2)c1
4 | 3% | -1% | -15% | 26% | -7% | 13% | 7% | -2% | 4% | COc1cccc(NC(=O)C2(S(=O)(=O)c3ccc(Cl)cc3)CC2)c1
5 | 0% | 7% | -4% | 1% | 0% | 33% | 19% | 3% | 0% | O=C(CN1C(=O)/C(=C\c2ccc(F)cc2)Oc2ccccc21)NCc1ccco1
6 | i | -4% | -7% | -14% | 0% | 37% | 19% | 2% | 2% | Cn1c(C(O)C(O)c2ccccc2)nc2ccccc21 (stereo unspecified)
7 | 4% | ? | -11% | 3% | 3% | -3% | 9%[57.1 µM] | -20% | -3% | O=C(CSc1nc2ccsc2c(=O)n1Cc1ccccc1F)NCc1ccccc1Cl
8 | 2% | 4% | -9% | -20% | -11% | 38% | ? | ? | -4% | O=C(Cn1nnc(-c2ccc(F)cc2)n1)OCC(=O)c1ccccc1
9 | -7% | -5% | -4% | -5% | -5% | 25% | -12% | 11% | 8% | Cc1ccc(C(=O)NNC(=O)C2CCN(c3ncccn3)CC2)cc1
10 | -9% | 0% | -13% | -15% | 10% | 4% | 10% | ? | -17% | O=C(CCN1C(=O)/C(=C/c2ccccc2)SC1=S)NCCCN1CCOCC1
11 | -9% | 1% | 5% | -16% | -13% | 42%[activator] | -10% | -13% | 0% | Nn1c(SCC(=O)Nc2ccc(F)cc2)nnc1C1CCCCC1
12 | -5% | ? | -3% | 17% | 20% | 33% | 15% | 3% | -11% | CCc1cc(CC)c(/C=N/NC(N)=O)c(CC)c1/C=N/NC(N)=O
13 | -6% | ? | -7% | -14% | -2% | 8% | -6% | -20% | -1% | CCOc1ccc2cc(/C=C/C(=O)c3ccco3)c(Cl)nc2c1
14 | 7% | -1% | -11% | 5% | 7% | 23% | -9%[57.1 µM] | 3% | 0% | CC1(C)Cc2nc(Cl)c(C(=O)O)cc2CO1
15 | i | 0% | -1% | -11% | 1%[15.4 µM] | 20% | 9% | 326%[activator] | 2% | CCc1cc(C(=O)N(CC)CC(=O)Nc2ccc(OC)cc2)sc1C
16 | -5% | 2% | -8% | -5% | 0% | 11% | 29%[57.1 µM] | -11% | -6% | Cc1nn(CCC(=O)Nc2ccccc2Br)c(=O)c2nn(-c3ccccc3)c(C)c12
17 | 0% | 1% | ? | -10% | -3% | ? | 8% | 79%[activator] | -2% | Cc1ncc(CN2CCCC(C(=O)Nc3ccc(-c4cccc(F)c4)cc3)C2)n1C (stereo unspecified)
18 | -1% | -5% | -17% | -11% | -5% | 61%[activator] | 15%[57.1 µM] | ? | -6% | CCCCN1C(=O)NC(c2cccc([N+](=O)[O-])c2)C(C(=O)OCC)=C1C (stereo unspecified)
19 | -2% | -3% | -5% | -38% | -7% | 25% | 12% | -18% | 9% | Cc1ccc(CSc2nnc(Nc3ccc(C)cc3)s2)cc1
20 | -8%[11.5 µM] | -13% | -7% | 7% | / | 31% | 10% | / | 2% | CN(C)CCC(O)(c1ccccc1)c1ccccc1
21 | 15% | 2% | -14% | -31% | -5% | 33% | 32µM* | -1% | 4% | CCOC(=O)Nc1ccc2c(c1)N(C(=O)CCN1CCOCC1)c1ccccc1S2=O (stereo unspecified)
22 | -6% | -9% | -26% | 39% | -11% | 7% | ? | 0% | 0% | CCOc1ccc(S(=O)(=O)N2CCN(Cc3ccccc3)CC2)c2cccnc12
23 | -6% | -5% | -2% | -14% | -1% | 14% | 5% | -27% | -22% | CCc1nn(CC(=O)N2CCN(c3cccc(C)c3C)CC2)c(=O)c2cc3occc3n12
24 | 2% | 12% | 11%[57.1 µM] | -11% | 13% | 76%[activator] | 9%[57.1 µM] | -12% | -6% | CCCCOC(=O)/C(=C/C=C/c1ccccc1)NC(=O)c1ccccc1
25 | i | 8% | -11% | 0% | 8% | 43%[activator] | -13%[57.1 µM] | -19% | -7% | COc1ccc(CNC(=O)C(=O)NCC2CCCN2S(=O)(=O)c2ccccc2)cc1 (stereo unspecified)
26 | i | 7% | -22% | 21% | -9% | 32%[activator] | 15%[57.1 µM] | -14% | 3% | COc1ccc(C)cc1NC(=O)Cn1c(=O)oc2cc(S(=O)(=O)NCc3ccccc3)ccc21
27 | 1% | -1% | -17% | 45% | 6% | 27% | 2% | 0% | 0% | Cc1ccccc1OCCSc1nnc(-c2cccnc2)n1N
28 | 3% | -12% | -6% | 2% | -8% | 55%[activator] | -12% | -1% | 15% | Nc1ccccc1NC(=O)CCn1c(=S)[nH]c2ccccc2c1=O
29 | -8% | 6% | -11% | 13% | 2% | 21% | 7%[57.1 µM] | -22% | 10% | O=S(=O)(N1CCCCC1)N1CCN(S(=O)(=O)N2CCCCC2)CC1
30 | i | -8% | -24% | -12% | ? | 1% | -10% | ? | -3% | C#CC1(O)CCC2C3CCc4cc(O)cc(C)c4C3CCC21C (stereo unspecified)

An excerpt of these results, with two lines to a compound.
Every second line gives: Tb PGK inh, Pin1 inhibitor, JMJD2A Tudor inh, RGS4 inh, ERG-DNA inh, HP1b binding inh, rTrxR1 inhibitor, 12-LOX inh, GLS inhibitor
(15) CCc1cc(C(=O)N(CC)CC(=O)Nc2ccc(OC)cc2)sc1C
    i, 0%, -1%, -11%, 1%[15.4 µM], 20%, 9%, 326%[activator], 2%
(30) C#CC1(O)CCC2C3CCc4cc(O)cc(C)c4C3CCC21C (stereo unspecified)
    i, -8%, -24%, -12%, ?, 1%, -10%, ?, -3%

The list goes on.
entry | Tb PGK inh | Pin1 inhibitor | JMJD2A Tudor inh | RGS4 inh | ERG-DNA inh | HP1b binding inh | rTrxR1 inhibitor | 12-LOX inh | GLS inhibitor | SMILES
31 | -9% | -3% | -18% | 5% | -4% | 23% | 2% | 0% | 15% | CCC(CC)c1nnc(NC(=O)[C@@H](NC(=O)c2cccc(C)c2)C(C)C)s1
32 | / | 9% | -15% | 9% | -8% | 13% | -4%[57.1 µM] | ? | 6% | Cc1ccc(S(=O)(=O)N/N=C\C=C\c2ccccc2)cc1
33 | 5% | 1% | -15% | 8% | 5% | 18% | -5% | -16% | 2% | COc1ccccc1-n1nnnc1SCC(=O)Nc1cc(C)on1
34 | 2% | 0% | 7% | -9% | -10% | 25% | 3%[57.1 µM] | 9% | 0% | CC1CCN(CC(=O)Nc2nn(-c3ccccc3)nc2C(N)=O)CC1
35 | 5% | 2% | -22% | -11% | 1% | 29% | ? | 9% | 8% | O=S(=O)(c1ccccc1)c1nc(-c2ccccc2)oc1N1CCOCC1
36 | -2% | -6% | ? | 11% | 2% | -9% | 12% | 408%[activator] | 23% | O=C(NC(=S)Nc1ccccc1N1CCOCC1)c1cccc([N+](=O)[O-])c1

5 compounds from above with just RGS4 inh.
No.	mol	RGS4 inh
26	COc1ccc(C)cc1NC(=O)Cn1c(=O)oc2cc(S(=O)(=O)NCc3ccccc3)ccc21	21%
13	CCOc1ccc2cc(/C=C/C(=O)c3ccco3)c(Cl)nc2c1	-14%
35	O=S(=O)(c1ccccc1)c1nc(-c2ccccc2)oc1N1CCOCC1	-11%
2	CC(=O)Nc1ccc(CN2CCN(C3CCCCC3)C(CCO)C2)cc1 (stereo unspecified)	9%
34	CC1CCN(CC(=O)Nc2nn(-c3ccccc3)nc2C(N)=O)CC1	-9%
